# Apaf-1 inh: inhibitors of human Apaf-1 apoptosome | reconstituted apoptosome caspase-3 activity, DEVD-Rh110 fluorescence | inhibition, % at 20 µM | hit rate 0.71% among 330,000 | AID 489030; active = inhibition of at least 40% at 20 µM;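 note: plate controls were DMSO wells for no effect and DEVD-CHO caspase inhibitor wells for full effect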
#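 detection = Rh110 fluorescence intensity | test system = biochemical Apaf-1 apoptosome reconstitution | also added = cytochrome c and DEVD-Rh110 substrate | schedule = 30 min plus 50 min, RT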
# SENP8 block: blocks the human protease SENP8 | purified SENP8, Z-RLRGG-aminoluciferin cleavage, luminescence | Q96LD8 | AID 2540 | hit rate 1.2% among 330,000 | inhibition, % at 10 µM
# UBC13 inh: inhibitors of human UBC13 polyubiquitin chain formation. P61088. TR-FRET. inhibition, % at 20 µM. hit rate 0.47% among 330,000; in the data active = inhibition above about 45%, passing the limit was not always enough
# Target sequence (P61088 whole entry, looked up): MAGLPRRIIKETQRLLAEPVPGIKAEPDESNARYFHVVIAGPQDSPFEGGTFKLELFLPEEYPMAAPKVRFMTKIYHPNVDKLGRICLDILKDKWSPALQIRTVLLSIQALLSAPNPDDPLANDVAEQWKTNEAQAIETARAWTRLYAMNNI
# EBI2 antag: antagonists of human EBI2 receptor. P32249. EBI2 beta-arrestin recruitment, luminescence, 7a,25-OHC stimulated. inhibition, % at 5 µM. hit rate 0.81% among 360,000; in the data active = inhibition above about 38%;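 note: enzyme fragment complementation signal reports receptor beta-arrestin coupling in cells; 0% = agonist plus DMSO wells and 100% = wells without agonist; some results beyond the cut were filed as inactive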
# Target sequence (P32249 whole entry, looked up, the tested form may be a part): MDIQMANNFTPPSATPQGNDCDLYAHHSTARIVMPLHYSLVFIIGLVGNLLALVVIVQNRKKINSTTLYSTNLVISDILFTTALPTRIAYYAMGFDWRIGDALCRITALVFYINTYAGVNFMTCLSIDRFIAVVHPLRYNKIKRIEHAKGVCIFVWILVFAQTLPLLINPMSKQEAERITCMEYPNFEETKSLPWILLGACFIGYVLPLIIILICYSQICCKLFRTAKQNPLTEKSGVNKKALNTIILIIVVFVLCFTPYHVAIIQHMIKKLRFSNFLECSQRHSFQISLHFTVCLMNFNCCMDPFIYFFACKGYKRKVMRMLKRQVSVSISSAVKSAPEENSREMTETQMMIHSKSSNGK
# 697 NFkB inh: inhibitors of the PMA/ionomycin-induced NF-kB reporter in 697 B cells; AID 435022; inhibition, % at 4 µM; hit rate 0.33% among 330,000; 697 B-cell NF-kB luciferase reporter, 16 h; in the data active = inhibition above about 35%
# Gli-Sufu antag: Gli-Sufu pathway antagonism | Sufu-KO-LIGHT fibroblasts, Gli luciferase reporter luminescence | inhibition, % at 5 µM | hit rate 0.74% among 340,000;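 active = inhibition above about 55%, limit read from the data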;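 note: 0% = DMSO-treated cells and 100% = wells with medium but no cells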
# Jurkat NFkB inh: inhibitors of the PMA/ionomycin-induced NF-kB reporter in Jurkat cells; inhibition, % at 4 µM; hit rate 0.53% among 330,000; PMA/ionomycin-induced NF-kB luciferase reporter, luminescence
# CCR6 antag: blocks CCL20-driven beta-arrestin recruitment at human CCR6 | P51684 | AID 493098 | hit rate 0.49% among 340,000 | inhibition, % at 20 µM | CHO-K1 CCR6 PathHunter beta-arrestin, luminescence, CCL20-stimulated;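 active = compounds whose inhibition of the agonist-driven luminescence signal at 20 µM reaches about 50%, limit read from the data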;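 note: cells stimulated with CCL20 at 14 nM final; plate controls were DMSO with CCL20 for no effect and DMSO without agonist for full effect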
# Target sequence (P51684 whole entry, looked up): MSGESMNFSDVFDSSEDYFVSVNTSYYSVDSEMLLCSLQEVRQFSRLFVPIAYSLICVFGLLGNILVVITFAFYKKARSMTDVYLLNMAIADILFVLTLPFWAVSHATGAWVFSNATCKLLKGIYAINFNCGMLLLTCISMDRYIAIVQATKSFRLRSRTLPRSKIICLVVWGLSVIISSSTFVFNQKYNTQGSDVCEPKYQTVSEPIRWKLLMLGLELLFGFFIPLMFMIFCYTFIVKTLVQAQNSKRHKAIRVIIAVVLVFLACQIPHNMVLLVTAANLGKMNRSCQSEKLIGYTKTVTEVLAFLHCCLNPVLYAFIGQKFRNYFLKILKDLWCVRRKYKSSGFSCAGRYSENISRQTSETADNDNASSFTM
# Active calls of the source: *. Cut-off read from the data, not from the text of the source, unless noted: active = inhibition above about 50%; inactive = the rest. Some of the compounds tested. The share of hits here may be higher or lower than overall.
SMILES,Apaf-1 inh,SENP8 block,UBC13 inh,EBI2 antag,697 NFkB inh,Gli-Sufu antag,Jurkat NFkB inh,CCR6 antag
C#CCNC(=O)C1=C[C@H](c2csc3ccccc23)C[C@H](OCc2ccc(CO)cc2)O1,23,-13,0,5,19,0,11,7
CCn1cc(C(=O)NCCCOC)c(=O)c2cc(S(=O)(=O)N(C)C3CCCCC3)ccc21,-5,-11,3,-1,0,-5,-3,5
CN1C(=O)CC(N2CCN(CC(N)=O)CC2)C1=O (centres undefined),-6,6,-4,-2,-8,0,3,-1
Fc1ccc(NC(=S)N2CCCc3ccccc32)cc1,19,-8,-3,6,-17,0,-10,-6
Cc1ccc2nc(NC(=O)COC(=O)c3ccccn3)sc2c1,-7,-6,9,-1,-92,-63,-93,-3
CCCOC(=O)Cn1cnc2scc(-c3ccc(OC)cc3)c2c1=O,20,-4,-11,15,-49,42,-15,11
O=C(Nc1c(Cl)cc(Cl)cc1C(=O)NCC1CCCO1)c1ccco1 (centres undefined),13,-6,-4,-4,-5,-2,-5,7
CNC(=S)NNC(=O)Cc1ccccc1,-4,3,10,-3,-4,-1,-8,4
CS(=O)(=O)c1ccc2nc(NC(=O)c3cc([N+](=O)[O-])cc([N+](=O)[O-])c3)sc2c1,0,26,-7,-13,15,3,9,-6
CC(=O)N1CCC(N(CCN2CCOCC2)C(=S)Nc2ccc(C)cc2C)CC1,-20,-5,-4,0,22,-4,0,5

# Two records drawn at random from those above:
SMILES,Apaf-1 inh,SENP8 block,UBC13 inh,EBI2 antag,697 NFkB inh,Gli-Sufu antag,Jurkat NFkB inh,CCR6 antag
CCn1cc(C(=O)NCCCOC)c(=O)c2cc(S(=O)(=O)N(C)C3CCCCC3)ccc21,-5,-11,3,-1,0,-5,-3,5
CN1C(=O)CC(N2CCN(CC(N)=O)CC2)C1=O (centres undefined),-6,6,-4,-2,-8,0,3,-1

# Continuation.
SMILES,Apaf-1 inh,SENP8 block,UBC13 inh,EBI2 antag,697 NFkB inh,Gli-Sufu antag,Jurkat NFkB inh,CCR6 antag
Cc1ccc(NC(=O)CCN2C(=O)C3C4CCC(C4)C3C2=O)cc1Cl (centres undefined),9,-2,2,-14,-1,18,-17,5
COc1ccc(NC(=O)/C=C/C(=O)O)c([N+](=O)[O-])c1,3,2,-4,-9,-2,12,-5,-8
COc1ccc2c(c1)C(NC(=O)C(F)(F)F)CC2=O (centres undefined),9,-1,-14,-9,-10,1,1,10
Cc1cc(=O)oc2cc(NC(=O)c3cccc(S(C)(=O)=O)c3)ccc12,-16,7,6,-10,-13,-54,-72,3
COc1cc(C(=O)N/C(=C\c2cn(C)c3ccccc23)C(=O)NCCCn2ccnc2)cc(OC)c1OC,9,-6,-5,-10,-9,2,3,10
COc1ccccc1CNC(=O)c1cc(S(=O)(=O)N2CCCC2)cn1C,-10,-2,-2,2,7,8,-8,-5
COCCNC(=S)Nc1ccc(Cl)c(Cl)c1,-3,4,-3,-5,-1,-14,4,5
C=CCn1c(O)c(N=Nc2ccccc2O)c2ccccc21,-2,-8,-82,6,-4,1,-20,28
CCOc1ccc(OCC)c(NC(=O)C2CCCN(c3ncccn3)C2)c1 (centres undefined),-11,4,2,8,-10,-1,0,-6
C=CCNC(=O)c1c(CSc2ccc(F)cc2)noc1C(=O)NCCC,6,-1,3,-2,1,1,-2,13
CSc1nc(N)c(C#N)c(-c2ccccc2Cl)c1C#N,8,-2,33,10,23,26,22,0
O=c1n(Cc2ccccc2Cl)nc2n1-c1ccccc1SC2,-10,14,5,9,-61,-30,-39,10
CCN1CCN(Cc2ccc(NC(=O)c3cc(NC(=O)c4cnn(-c5ccccc5)c4N)cc(OC)c3)cc2C(F)(F)F)CC1,19,2,79*,-2,-20,-8,-27,12
CSc1ccccc1C(=O)NC1CCCN(c2ccc(C(F)(F)F)cn2)C1 (centres undefined),10,7,-1,10,-1,0,0,7
O=C(CN(c1ccccc1)S(=O)(=O)c1ccccc1[N+](=O)[O-])Nc1cccnc1,4,-1,11,-5,8,17,14,2
O=S(=O)(c1ccc(F)cc1)N1CCN(S(=O)(=O)c2cccs2)CC1,-2,2,-6,6,-8,1,-3,2
O=C(CNC(=O)c1ccc(Cl)cc1Cl)OCc1ccccc1,5,4,3,3,14,-1,11,13
O=C(Nc1nccs1)C1CC2CCC1C2 (centres undefined),0,-9,-3,-15,-28,-5,-3,5
COc1cc(C=Nc2ccccc2C(=O)Nc2ccccc2)cc(OC)c1OC,4,-3,24,-7,18,2,-8,-4
COc1ccc(OCC(=O)Nc2nc3c(s2)CCCC3)cc1,8,-6,5,5,-7,-15,1,26
CCc1cccc(NC(=O)CN(C)S(=O)(=O)c2cccc3nsnc23)c1,8,-3,-5,5,-18,8,5,17
Cc1ccc(NC(=O)CSc2nnc(-c3cccs3)o2)cc1S(=O)(=O)N1CCCCC1,7,2,5,1,1,5,2,3
Cc1cccc(C)c1OCC(=O)NNC(=O)CCCn1c(=O)oc2ccccc21,-10,5,3,2,15,-2,-5,11
O=S(=O)(NCC1NCCc2ccccc21)c1ccccc1 (centres undefined),11,4,2,-8,-13,-3,-5,14
COc1cccc(CNC2CCCC2)c1,-22,4,6,-3,9,6,-1,3
Cc1cc(C)nc(NS(=O)(=O)c2ccc(NC(=O)C3(c4ccc([N+](=O)[O-])cc4)CCCC3)cc2)n1,7,6,-1,-15,18,-2,0,14
C/C(=N\NC(=O)c1cccc(Br)c1)c1ccccn1,3,-4,-20,67*,-95,89*,92*,65*
COc1ccccc1N(C(=O)Cn1nnc2ccccc21)C(C(=O)NCc1ccco1)c1ccc(C)o1 (centres undefined),-8,-2,7,3,5,15,8,1
O=C(NC1CCCCC1)C(c1ccc(F)cc1)N(Cc1ccc2c(c1)OCO2)C(=O)c1cnsn1 (centres undefined),21,5,4,12,0,6,7,4
c1ccc(OCCOc2ccccc2-c2nnco2)cc1,6,-4,3,-2,-15,34,-24,1
Cc1ccnc(NC(=O)c2ccc(NC(=O)CC3SC(N4CCCC4)=NC3=O)cc2)c1 (centres undefined),3,6,0,-8,-2,-9,-4,4
Cc1cc(CN2CCOCC2)c(O)c(C2(C)CCCCC2)c1,16,-5,-11,8,-20,1,-13,24
O=C(/C=C/c1ccco1)N1CCN(c2ccccc2)CC1,-10,0,-1,2,-4,0,18,9
O=C(Nc1ccccn1)C1CCN(S(=O)(=O)c2ccc3c(c2)OCCO3)CC1,17,0,17,2,-25,-19,-32,-7
Cc1cc(=O)oc2c(C)c(OCC(=O)N3CCN(c4ccc(F)cc4)CC3)ccc12,6,-1,-5,1,-12,-7,-17,7
CCC1=[N+](C)c2cccc3cccc(c23)N1C,0,2,-11,1,5,-3,-2,10
CCOC(=O)N1CCc2c(sc(NC(=O)CN3CCOCC3)c2C(=O)Nc2ccccc2)C1,18,-3,-1,-10,9,4,13,12
COc1ccc(CNC(=O)CN(C2CCCCC2)S(C)(=O)=O)cc1,1,0,5,-3,14,2,4,19
CN(C)S(=O)(=O)n1cc(/C=C(\NC(=O)c2ccccc2F)C(=O)N2CCOCC2)c2ccccc21,4,-1,3,-5,7,-9,-1,0
CC(C)Cc1nc2sc3c(NCc4ccco4)ncnc3c2c2c1COC(C)(C)C2,7,-4,2,47*,-29,9,-4,-5
CSc1nnc(-c2cccc(C)c2)n1N,-1,-11,-11,-6,10,-3,-10,22
O=C(Nc1ccc(Cl)cc1Cl)c1ccc(Br)o1,-2,55*,2,3,-73,-59,-51,-10
Cc1ccc(NC(=O)C(C)OC(=O)Cn2cnc3ccccc3c2=O)cc1 (centres undefined),3,-11,-2,-2,-2,-7,-6,-2
Cc1cccc(Nc2nnc(-c3ccc(C(=O)N4C[C@H]5C[C@H](C4)c4cccc(=O)n4C5)cc3)c3ccccc23)c1,4,-6,-4,-7,-10,13,10,13
Cn1c(=O)c(NC(=O)c2ccccc2)c2n(c1=S)CCCCC2,15,-1,-10,-18,-21,5,-12,7
CCn1c(=O)n(CC)c2cc(N3CCCC3)c(NC(=O)c3ccccc3C)cc21,-6,-3,-4,-1,2,13,16,11
CN(C)c1ccc(C(=O)OCC(=O)NCCNC(=O)COC(=O)c2ccc(N(C)C)cc2)cc1,0,-1,5,18,22,-10,20,-1
CCn1c(C(Cc2ccccc2)NC(=O)COC)nc2ccccc21 (centres undefined),-1,2,-1,-4,12,-11,21,1
CCN1CCN(c2ccc(S(=O)(=O)N3CCCCC3)cc2NC(=O)/C=C/c2ccc(F)cc2)CC1,22,12,7,6,-3,13,2,21
CC(C)(C)NS(=O)(=O)c1ccc(OCC(=O)NCC2CCCO2)cc1 (centres undefined),-5,-10,-14,3,1,10,4,-3

# Further results follow:
SMILES,Apaf-1 inh,SENP8 block,UBC13 inh,EBI2 antag,697 NFkB inh,Gli-Sufu antag,Jurkat NFkB inh,CCR6 antag
O=c1c(-n2cncn2)c[nH]n1-c1cccc(Cl)n1,17,-4,-10,-7,14,-6,-13,3
CC(C)(O)c1cc(=O)sc2nc3ccccc3n12,-11,10,3,2,-70,-81,-72,1
COc1cccc(CC(=O)NN2C(=O)NC3(CCCCC3)C2=O)c1,-5,-3,-2,1,-10,19,4,-6
CCOc1ccccc1NC(=O)COC(=O)C(Cc1ccccc1)NC(=O)c1ccco1 (centres undefined),-1,10,10,-1,3,-4,9,-24

# By substructure, those above containing an aryl methoxy group (12)
SMILES,Apaf-1 inh,SENP8 block,UBC13 inh,EBI2 antag,697 NFkB inh,Gli-Sufu antag,Jurkat NFkB inh,CCR6 antag
CCCOC(=O)Cn1cnc2scc(-c3ccc(OC)cc3)c2c1=O,20,-4,-11,15,-49,42,-15,11
COc1ccc(NC(=O)/C=C/C(=O)O)c([N+](=O)[O-])c1,3,2,-4,-9,-2,12,-5,-8
COc1ccc2c(c1)C(NC(=O)C(F)(F)F)CC2=O (centres undefined),9,-1,-14,-9,-10,1,1,10
COc1cc(C(=O)N/C(=C\c2cn(C)c3ccccc23)C(=O)NCCCn2ccnc2)cc(OC)c1OC,9,-6,-5,-10,-9,2,3,10
COc1ccccc1CNC(=O)c1cc(S(=O)(=O)N2CCCC2)cn1C,-10,-2,-2,2,7,8,-8,-5
CCN1CCN(Cc2ccc(NC(=O)c3cc(NC(=O)c4cnn(-c5ccccc5)c4N)cc(OC)c3)cc2C(F)(F)F)CC1,19,2,79*,-2,-20,-8,-27,12
COc1cc(C=Nc2ccccc2C(=O)Nc2ccccc2)cc(OC)c1OC,4,-3,24,-7,18,2,-8,-4
COc1ccc(OCC(=O)Nc2nc3c(s2)CCCC3)cc1,8,-6,5,5,-7,-15,1,26
COc1cccc(CNC2CCCC2)c1,-22,4,6,-3,9,6,-1,3
COc1ccccc1N(C(=O)Cn1nnc2ccccc21)C(C(=O)NCc1ccco1)c1ccc(C)o1 (centres undefined),-8,-2,7,3,5,15,8,1
COc1ccc(CNC(=O)CN(C2CCCCC2)S(C)(=O)=O)cc1,1,0,5,-3,14,2,4,19
COc1cccc(CC(=O)NN2C(=O)NC3(CCCCC3)C2=O)c1,-5,-3,-2,1,-10,19,4,-6
